SSB-PriA inh: inhibitors of Klebsiella pneumoniae PriA binding to SSB C-terminal tail, primary screen, biochemical, AlphaScreen. AlphaScreen SSBct-PriA binding, biotinylated peptide. actives 0.6% (n = 430,000). inhibition, % at 33 µM. AID 1272365, 2023; in the data active = inhibition mostly above about 37%, no sharp cut-off; inactive = mostly below about 20%;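 note: plate controls were negative control peptide for no effect and reference peptide for full effect; strong numbers were not always called active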
Rv3671c protease: Rv3671c serine protease inhibitors, primary screen, biochemical, fluorescence polarization, M. tuberculosis H37Rv; inhibition, % at 5.96 µM; actives 0.048% (n = 320,000); in the data active = inhibition above about 38%;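 note: extracellular domain of Rv3671c used as enzyme; 0% = enzyme with DMSO and 100% = no enzyme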
Anthrax LF inh2: Bacillus anthracis LF protease inhibitors, primary screen, biochemical, multiplex microsphere, MLPCN library | actives 0.12% (n = 360,000) | inhibition, % at 10 µM | multiplex microsphere protease cleavage assay | Lethal factor (Bacillus anthracis), P15917; in the data active = inhibition above about 30%; note: plate controls were buffer without enzyme for full effect and enzyme alone for no effect
Target sequence (P15917 whole entry, looked up): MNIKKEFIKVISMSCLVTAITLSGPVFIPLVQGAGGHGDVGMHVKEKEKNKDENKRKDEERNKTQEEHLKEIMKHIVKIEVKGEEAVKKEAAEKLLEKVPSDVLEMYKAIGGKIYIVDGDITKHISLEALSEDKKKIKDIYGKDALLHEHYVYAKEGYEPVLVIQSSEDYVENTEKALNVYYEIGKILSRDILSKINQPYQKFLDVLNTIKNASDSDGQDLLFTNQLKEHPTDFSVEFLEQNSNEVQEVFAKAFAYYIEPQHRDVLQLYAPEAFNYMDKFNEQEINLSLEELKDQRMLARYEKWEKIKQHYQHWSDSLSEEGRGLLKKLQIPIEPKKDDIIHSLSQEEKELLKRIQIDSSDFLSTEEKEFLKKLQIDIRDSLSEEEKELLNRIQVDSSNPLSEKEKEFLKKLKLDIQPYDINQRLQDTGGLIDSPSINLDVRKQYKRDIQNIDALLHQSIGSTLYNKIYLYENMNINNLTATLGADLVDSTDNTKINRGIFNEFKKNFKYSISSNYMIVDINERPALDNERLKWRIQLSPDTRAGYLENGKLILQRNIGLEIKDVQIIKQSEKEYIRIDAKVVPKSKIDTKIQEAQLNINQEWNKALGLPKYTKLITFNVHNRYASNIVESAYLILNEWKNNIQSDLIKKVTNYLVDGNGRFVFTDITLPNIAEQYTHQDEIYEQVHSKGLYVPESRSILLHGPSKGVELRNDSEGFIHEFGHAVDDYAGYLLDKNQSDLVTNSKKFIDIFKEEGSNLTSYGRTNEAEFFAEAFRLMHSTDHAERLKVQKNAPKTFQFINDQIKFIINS
BH1578 lux ind: inducers of Vibrio cholerae quorum light production without autoinducers, primary screen, BH1578 luxS cqsA deficient, single point | AID 588436, 2011 | actives 0.16% (n = 350,000) | activation, % at 18.7 µM | V. cholerae BH1578 lux reporter, luminescence, 6 h; in the data active = activation mostly above about 9.7%, no sharp cut-off; note: not every result past the cut was called active; inactives centre near 0; reference of the scale not given here
PfHsp40 rescue: rescue of yeast from PfHsp40 toxicity, primary screen, S. cerevisiae, ATP luminescence; S. cerevisiae expressing PfHsp40, growth rescue; growth rescue, % at 12.5 µM; actives 0.68% (n = 340,000); in the data active = growth rescue above about 28%, passing the limit was not always enough;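 note: yeast W303a lacking pdr1 and pdr3 grown in galactose medium; growth measured after three days at 30 °C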
DUSP3 inh: VHR1 phosphatase inhibitors, primary screen, biochemical, absorbance, uHTS; Dual specificity protein phosphatase 3 (Homo sapiens), P51452; recombinant VHR phosphatase, pNPP absorbance; inhibition, % at 13.3 µM; actives 0.52% (n = 290,000); AID 1654, 2009; in the data active = inhibition above about 50%; note: some compounds called inactive have numbers as strong as hits
Target sequence (P51452 whole entry, looked up): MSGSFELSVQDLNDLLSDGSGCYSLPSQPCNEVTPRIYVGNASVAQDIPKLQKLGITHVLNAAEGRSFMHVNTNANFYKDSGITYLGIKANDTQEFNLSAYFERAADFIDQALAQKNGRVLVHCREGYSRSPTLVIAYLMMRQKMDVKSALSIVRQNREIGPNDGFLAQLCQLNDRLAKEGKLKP
Y pestis TopoI: Yersinia pestis topoisomerase I inhibitors, primary screen, biochemical, cleavage product accumulation, plate reader, single point. DNA topoisomerase I (Yersinia pestis CO92). Y. pestis Topo-I cleavage product accumulation. activity, % at 10 µM. actives 0.064% (n = 360,000); in the data active = activity above about 50%, passing the limit was not always enough; note: inactives centre near 2
MazF activator: activators of E. coli MazEF toxin-antitoxin RNase, primary screen, biochemical, fluorescence, uHTS; Endoribonuclease toxin MazF (Escherichia coli (strain K12)), P0AE70; FAM/BHQ RNA-DNA oligo cleavage fluorescence, 5 h; activation, % at 20 µM; actives 0.32% (n = 350,000); in the data active = activation above about 50%
TcdB inh: TcdB glycohydrolase inhibitors, primary screen, biochemical, single point, plate reader; actives 0.24% (n = 350,000); inhibition, % at 9.99 µM; Toxin B (Clostridioides difficile), P18177; TcdB glycohydrolase enzymatic assay; in the data active = inhibition above about 10%
SARS 3CLpro inh: SARS-CoV 3CLpro protease inhibitors, primary screen, biochemical, quenched FRET. Replicase polyprotein 1ab (Severe acute respiratory syndrome coronavirus), P0C6X7. recombinant SARS-CoV 3CLpro, quenched FRET peptide cleavage. inhibition, % at 6 µM. actives 0.14% (n = 290,000); in the data active = inhibition above about 12%
* marks the source's active call; other numbers are inactive results. Not all compounds are listed; count on the stated rates, not on these rows.

O=c1cc(NCc2ccccc2)nc2n1CCCS2 was read as SSB-PriA inh 10, Rv3671c protease -11, Anthrax LF inh2 0, BH1578 lux ind 1.1, PfHsp40 rescue 1.1, DUSP3 inh -8, Y pestis TopoI 16, MazF activator 4 and SARS 3CLpro inh 1.
Screening CC(NC(=O)COc1cc(=O)n(C)c2ccccc12)c1ccc2c(c1)OCCO2 (stereo unspecified) returned SSB-PriA inh -3, Rv3671c protease 4, Anthrax LF inh2 -8, PfHsp40 rescue 0.9, DUSP3 inh -1, Y pestis TopoI 20, MazF activator 14 and SARS 3CLpro inh 3.
O=[N+]([O-])c1cccc(-c2ccc(SCc3ccccn3)nn2)c1 was read as SSB-PriA inh 4, Rv3671c protease 1, Anthrax LF inh2 -4, BH1578 lux ind -0.6, PfHsp40 rescue -0.3, DUSP3 inh 30, Y pestis TopoI -9, MazF activator 1, TcdB inh -4.1 and SARS 3CLpro inh 4.
For Cc1ccc(S(=O)(=O)N2CCCC(C)C2)cc1 (stereo unspecified) the results were SSB-PriA inh -11, Rv3671c protease 1, Anthrax LF inh2 7, BH1578 lux ind -0.1, PfHsp40 rescue -0.1, DUSP3 inh 11, Y pestis TopoI -2, MazF activator 0, TcdB inh -0.4 and SARS 3CLpro inh -2.
`CC1(C(=O)Nc2cccnc2)Cc2c(-c3cccc(C(F)(F)F)c3)ccnc2O1` (stereo unspecified) gave Anthrax LF inh2 -10, BH1578 lux ind -0.3, Y pestis TopoI 26 and TcdB inh -0.2.
For COc1ccc(Cl)cc1-c1cc(C(=O)Nc2ccc(F)cc2)[nH]n1 the results were Anthrax LF inh2 -6, BH1578 lux ind -0.2, Y pestis TopoI 7 and TcdB inh 0.9.
Screening O=C(CCN=C1NS(=O)(=O)c2ccccc21)OCc1nnc(-c2ccc([N+](=O)[O-])cc2)o1 returned SSB-PriA inh -6, Rv3671c protease -4, Anthrax LF inh2 -8, BH1578 lux ind -5.0, PfHsp40 rescue -1.9, Y pestis TopoI -9, MazF activator 6 and TcdB inh 0.2.
Screening Fc1ccc(-c2ccnc3nc(N4CCOCC4)nn23)cc1 returned SSB-PriA inh 5, Rv3671c protease -8, Anthrax LF inh2 -1, BH1578 lux ind -4.6, PfHsp40 rescue -0.8, DUSP3 inh 20, Y pestis TopoI -8, MazF activator 4 and SARS 3CLpro inh 0.
Screening O=[N+]([O-])c1cc(S(=O)(=O)N2CCCCCC2)ccc1F returned SSB-PriA inh 11, Rv3671c protease -6, Anthrax LF inh2 -1, BH1578 lux ind inactive, PfHsp40 rescue 1.7, DUSP3 inh 21, Y pestis TopoI -9, MazF activator 5, TcdB inh 2.4 and SARS 3CLpro inh -5.
Screening Cc1cnc(CNC(=O)C2CCC(=O)N(CCc3cccc(F)c3)C2)[nH]1 (stereo unspecified) returned SSB-PriA inh -4, Rv3671c protease 5, Anthrax LF inh2 -7, BH1578 lux ind -2.2, PfHsp40 rescue 0.3, DUSP3 inh 21, Y pestis TopoI 3, MazF activator 1, TcdB inh 0.8 and SARS 3CLpro inh 0.
CCCC(=O)N1CCN(c2nc3c(OC)ccc(Cl)c3s2)CC1 was read as SSB-PriA inh -6, Rv3671c protease 2, Anthrax LF inh2 -1, BH1578 lux ind 7.1, PfHsp40 rescue 0.5, DUSP3 inh -20, Y pestis TopoI 0, MazF activator 1, TcdB inh 1.6 and SARS 3CLpro inh 0.
For O=C(Nc1ccnn1C1CCN(C2CCCC2)CC1)c1ccccc1Cl the results were SSB-PriA inh -36, Rv3671c protease 5, Anthrax LF inh2 1, BH1578 lux ind -0.3, PfHsp40 rescue -0.4, DUSP3 inh 10, Y pestis TopoI -4, MazF activator 6, TcdB inh 0.3 and SARS 3CLpro inh -2.
`Cc1ccc(F)cc1NC(=O)CCc1c(C)nn(-c2ccc(N3CCCCC3)nn2)c1C` gave SSB-PriA inh -2, Rv3671c protease 4, Anthrax LF inh2 -2, BH1578 lux ind -0.3, PfHsp40 rescue 0.3, DUSP3 inh -42, Y pestis TopoI 7, MazF activator 11, TcdB inh 0.3 and SARS 3CLpro inh 3.
Cc1ccccc1N(CC(=O)NC1CCCC1)C(=O)c1csnn1 was read as SSB-PriA inh -2, Rv3671c protease 7, Anthrax LF inh2 2, BH1578 lux ind -0.2, PfHsp40 rescue 0.4, DUSP3 inh -3, Y pestis TopoI 6, MazF activator 0, TcdB inh 0.6 and SARS 3CLpro inh -1.
Screening CC1(C)Cc2c(cnn2-c2ccccc2)-c2c1c1ccccc1n2CC(O)CBr (stereo unspecified) returned SSB-PriA inh 17, Rv3671c protease 6, Anthrax LF inh2 -1, BH1578 lux ind inactive, PfHsp40 rescue 2.1, DUSP3 inh -8, Y pestis TopoI -3, MazF activator 6 and SARS 3CLpro inh -1.
`COCCn1c(=NC(=O)c2cccs2)sc2cc(NC(C)=O)ccc21` gave SSB-PriA inh 1, Rv3671c protease -3, Anthrax LF inh2 0, BH1578 lux ind 0.3, PfHsp40 rescue -1.3, DUSP3 inh 17, Y pestis TopoI 2, MazF activator -5 and SARS 3CLpro inh -3.
`COCCNC(=S)N/N=C/c1c2ccccc2cc2ccccc12` gave Rv3671c protease -34, Anthrax LF inh2 -7, BH1578 lux ind -0.6, PfHsp40 rescue -0.1, DUSP3 inh 6, Y pestis TopoI 10, MazF activator -4, TcdB inh 0.2 and SARS 3CLpro inh 4.
CC1(C)Cc2ccccc2C(=NC(Cc2c[nH]c3ccccc23)C(=O)O)N1 (stereo unspecified) was read as SSB-PriA inh -6, Rv3671c protease -9, Anthrax LF inh2 -8, BH1578 lux ind inactive, PfHsp40 rescue -0.8, DUSP3 inh 12, Y pestis TopoI -2, MazF activator 10, TcdB inh 2.3 and SARS 3CLpro inh -5.
CCOC(=O)c1ccc(NC2Nc3cc(C)nn3S2)cc1 (stereo unspecified) was read as SSB-PriA inh 6, Rv3671c protease -4, Anthrax LF inh2 -1, BH1578 lux ind 2.4, PfHsp40 rescue 0.1, DUSP3 inh 6, Y pestis TopoI -1, MazF activator 9, TcdB inh 1.0 and SARS 3CLpro inh -3.
O=C(Nc1ccc2c(c1)OCO2)c1ccc(NC2CC2)c([N+](=O)[O-])c1 was read as SSB-PriA inh 23, Rv3671c protease 1, Anthrax LF inh2 0, BH1578 lux ind -0.6, PfHsp40 rescue 1.5, DUSP3 inh -5, Y pestis TopoI -12, MazF activator 4, TcdB inh -0.5 and SARS 3CLpro inh -2.
`CC(=O)Cc1nsc(Nc2ccc(Cl)cc2)n1` gave SSB-PriA inh 8, Rv3671c protease 10, Anthrax LF inh2 -3, BH1578 lux ind 1.1, PfHsp40 rescue -1.0, DUSP3 inh -37, Y pestis TopoI 7, MazF activator 4, TcdB inh 1.0 and SARS 3CLpro inh 1.
`NS(=O)(=O)c1ccc(N/N=C/C=C/c2ccccc2[N+](=O)[O-])cc1` gave Rv3671c protease 3, Anthrax LF inh2 -3, BH1578 lux ind -0.7, PfHsp40 rescue 0.4, DUSP3 inh 4, Y pestis TopoI -12, MazF activator 9, TcdB inh -5.9 and SARS 3CLpro inh -5.
Cc1cc2cc(CCNS(=O)(=O)c3ccc(F)cc3)c(=O)[nH]c2cc1C was read as SSB-PriA inh -4, Rv3671c protease -7, Anthrax LF inh2 -22, BH1578 lux ind -8.8, PfHsp40 rescue -1.3, DUSP3 inh 19, Y pestis TopoI 10, MazF activator 16, TcdB inh -0.2 and SARS 3CLpro inh -3.
Screening CC(C)CCNC(=O)c1onc(CSc2nc3ccccc3[nH]2)c1C(=O)NCCC(C)C returned SSB-PriA inh 1, Rv3671c protease -3, Anthrax LF inh2 -11, BH1578 lux ind inactive, PfHsp40 rescue 1.5, DUSP3 inh 9, Y pestis TopoI 12, MazF activator -3, TcdB inh -0.4 and SARS 3CLpro inh 9.
`C=CCNC(=S)NNC(=O)COc1ccc2cc(Br)ccc2c1` gave SSB-PriA inh -3, Rv3671c protease -17, Anthrax LF inh2 -1, BH1578 lux ind -0.9, PfHsp40 rescue 1.7, DUSP3 inh 10, Y pestis TopoI -2, MazF activator -6, TcdB inh -0.6 and SARS 3CLpro inh 1.
`O=C(Nc1cccc(Cl)c1)c1nc[nH]c1C(=O)Nc1ccccc1F` gave Anthrax LF inh2 -4, BH1578 lux ind inactive, Y pestis TopoI -7, MazF activator -42 and TcdB inh 1.2.
`CC1CC(=O)C=C(O)C1C(=O)OC(C)(C)C` (stereo unspecified) gave SSB-PriA inh -11, Rv3671c protease 8, Anthrax LF inh2 -1, BH1578 lux ind inactive, PfHsp40 rescue 0.6, DUSP3 inh 22, Y pestis TopoI 5, MazF activator 3 and SARS 3CLpro inh -1.
For Cc1cccc(NC(=O)C(C)Sc2nnc(-c3cccnc3)o2)c1 (stereo unspecified) the results were SSB-PriA inh -8, Rv3671c protease -2, Anthrax LF inh2 3, BH1578 lux ind inactive, PfHsp40 rescue 0.2, Y pestis TopoI 6, MazF activator -18 and TcdB inh 0.8.
COC(=O)CCC(=O)OC1(C)C(=O)C2=CN(Cc3ccc4c(c3)OCO4)C(c3ccc(OC)cc3)=CC2=C(Br)C1=O (stereo unspecified) was read as SSB-PriA inh 1, Rv3671c protease 1, Anthrax LF inh2 -7, BH1578 lux ind inactive, PfHsp40 rescue -2.3, Y pestis TopoI -2 and MazF activator -6.
Screening CC(=O)N(C)c1ccc(NC(=O)CCN2C(=O)c3ccccc3C2=O)cc1 returned SSB-PriA inh 1, Rv3671c protease 6, Anthrax LF inh2 -4, BH1578 lux ind -0.1, PfHsp40 rescue -0.4, DUSP3 inh -3, Y pestis TopoI 3, MazF activator 0, TcdB inh 0.7 and SARS 3CLpro inh 3.
CCOC(=O)N1CCC(NC(=O)c2cc3c(-c4ccc(OC)c(OC)c4)nn(C)c3s2)CC1 was read as SSB-PriA inh -20, Rv3671c protease -7, Anthrax LF inh2 0, BH1578 lux ind -0.2, PfHsp40 rescue 0.5, DUSP3 inh 4, Y pestis TopoI -2, MazF activator -7 and SARS 3CLpro inh -4.
Screening CCCCc1ccc(S(=O)(=O)NC(=O)C2(C)CCN2C(=O)c2ccccc2)cc1 (stereo unspecified) returned Anthrax LF inh2 -3, BH1578 lux ind inactive, Y pestis TopoI 8 and TcdB inh -0.7.
Screening CCc1noc(C)c1C(=O)N(CC)c1nc2c(C)cccc2s1 returned SSB-PriA inh -33, Rv3671c protease 4, Anthrax LF inh2 -2, BH1578 lux ind inactive, PfHsp40 rescue -0.6, Y pestis TopoI -14, MazF activator -5 and TcdB inh 0.6.

Structures from the list above that have a thiophene ring, fused or not (2):
`COCCn1c(=NC(=O)c2cccs2)sc2cc(NC(C)=O)ccc21` gave SSB-PriA inh 1, Rv3671c protease -3, Anthrax LF inh2 0, BH1578 lux ind 0.3, PfHsp40 rescue -1.3, DUSP3 inh 17, Y pestis TopoI 2, MazF activator -5 and SARS 3CLpro inh -3.
CCOC(=O)N1CCC(NC(=O)c2cc3c(-c4ccc(OC)c(OC)c4)nn(C)c3s2)CC1 was read as SSB-PriA inh -20, Rv3671c protease -7, Anthrax LF inh2 0, BH1578 lux ind -0.2, PfHsp40 rescue 0.5, DUSP3 inh 4, Y pestis TopoI -2, MazF activator -7 and SARS 3CLpro inh -4.

Screening results deposited in PubChem BioAssay by several laboratories.
